SIRT5 block: sirtuin-5 (human) deacylase inhibition. Q9NXA8. Purified SirT5, succinyl-peptide AMC, trypsin-coupled fluorescence. inhibition, % at 15 µM. 330,000 compounds, 1.1% hits; in the data active = inhibition above about 15%; inconclusive = no clear call, values can overlap the other calls
Target sequence (Q9NXA8 whole entry, looked up): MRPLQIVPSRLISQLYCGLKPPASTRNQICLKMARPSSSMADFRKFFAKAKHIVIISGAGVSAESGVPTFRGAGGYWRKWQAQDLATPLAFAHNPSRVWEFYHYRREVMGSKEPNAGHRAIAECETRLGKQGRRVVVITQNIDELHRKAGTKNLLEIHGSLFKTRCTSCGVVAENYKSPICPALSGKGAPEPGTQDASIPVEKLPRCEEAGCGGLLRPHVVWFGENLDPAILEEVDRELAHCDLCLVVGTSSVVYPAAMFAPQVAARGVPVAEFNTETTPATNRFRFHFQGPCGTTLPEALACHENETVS
Casp6 inh: inhibitors of human caspase-6; inhibition, % at 12.5 µM; AID 686996; P55212; 350,000 compounds, 0.53% hits; purified caspase-6, Z-VEID-R110 cleavage fluorescence;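 active = mean inhibition across replicates at least about 35%, with every replicate also reaching that limit, limit read from the data; inconclusive = only one of the two criteria met; inactive = neither criterion met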;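 also: 0% = median of neutral control wells and 100% = no fluorescence left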
Target sequence (P55212 24-179 limits assumed): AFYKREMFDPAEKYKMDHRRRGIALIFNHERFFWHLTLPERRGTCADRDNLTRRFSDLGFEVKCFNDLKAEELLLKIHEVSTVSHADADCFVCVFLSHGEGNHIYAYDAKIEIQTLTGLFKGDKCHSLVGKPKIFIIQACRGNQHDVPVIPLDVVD
Target sequence (P55212 194-293 limits assumed): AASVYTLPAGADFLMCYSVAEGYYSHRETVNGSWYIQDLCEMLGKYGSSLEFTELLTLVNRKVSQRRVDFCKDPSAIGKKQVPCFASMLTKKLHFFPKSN
esBAF inh: inhibitors of esBAF chromatin remodeling in mouse ES cells; Bmi1-luciferase knock-in reporter, 24 h; 100% = twice the neutral-well signal; reporter increase, % at 12.5 µM; 350,000 compounds, 2% hits; in the data active = activation above about 40%; inconclusive = no clear call, values can overlap the other calls;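 also: 0% = median of the plate's neutral control wells and 100% = double that signal; a rise in the Bmi1 reporter signal indicates esBAF inhibition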
FN deposition inh: fibronectin deposition inhibition. AH1F fibroblasts, Alexa488-fibronectin deposition fluorescence, overnight. inhibition, % at 12.6 µM. 350,000 compounds, 0.086% hits. AID 743247;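 active = mean inhibition across replicates of 30% or more, regardless of how many single replicates reach that level; inconclusive = mean under 30% yet at least half of replicates reach 30%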;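 also: positive control wells lacked labelled fibronectin entirely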
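material = AH1F fibroblast monolayer depositing Alexa488-labelled fibronectin into matrix | amount = 10000 AH1F cells/well | buffer or medium = DMEM plus 2% serum, read in PBS | incubation = 1 h cell adhesion before compound, then overnight fibronectin incubation | detection = fluorescence at 485 nm excitation, 525 nm emission | evaluation = percent inhibition as loss of matrix-bound fibronectin fluorescence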
S100A4 inh HTS: S100A4-myosin IIA interaction inhibition. S100A4/TAMRA-MyoIIA peptide fluorescence polarization. inhibition, % at 10.7 µM. 360,000 compounds, 0.14% hits. AID 652163;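 active = mean inhibition of at least 70% across replicates, with every replicate also reaching that level; inconclusive = mean inhibition reaches 70% but some replicates fall short; inactive = mean inhibition below 70%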
Target sequence (P26447 whole entry, looked up): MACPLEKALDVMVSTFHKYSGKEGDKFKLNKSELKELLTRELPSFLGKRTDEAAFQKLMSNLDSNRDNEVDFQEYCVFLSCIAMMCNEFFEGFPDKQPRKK
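Material: human S100A4 monomer with TAMRA-labelled myosin IIA peptide; buffer or medium: HEPES pH 7.2 with CaCl2, KCl, NaCl, DTT, Triton; compound dosing: one concentration per compound; schedule: 5 min incubation before reading; benchmarks: neutral control DMSO, positive control TFP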
C2C12 statin: suppression of simvastatin myotoxicity. C2C12 myotubes + simvastatin, ATP luminescence, 48 h; scaled: DMSO 0, geranylgeraniol control 100. rescue of ATP level, % at 7.49 µM. AID 602340. 330,000 compounds, 0.78% hits;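 active = mean ATP rescue above about 67%, or every replicate alone reaching that limit, limit read from the data, passing the limit was not always enough; inconclusive = no clear call, values can overlap the other calls; inactive = mean under the limit and some replicate under it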;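 also: myotubes were challenged with 10 µM simvastatin during compound exposure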
LGR2 inh: blocks bursicon-induced cAMP signaling via Drosophila LGR2; HEK293 LGR2, CRE-luciferase, bursicon-stimulated, 4 h; inhibition, % at 9.99 µM; 380,000 compounds, 0.35% hits;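 active = drop in luminescence signal, shown as inhibition above about 50% in the replicate tests, limit read from the data, passing the limit was not always enough; inconclusive = probably only some replicates passing the limit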;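 also: agonist challenge used bursicon conditioned medium at about half maximal strength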
* = called active by the depositor; ? = inconclusive; nt = not tested or not shown. Not all compounds are listed; the hit share may differ from the screen's.

SMILES	SIRT5 block	Casp6 inh	esBAF inh	FN deposition inh	S100A4 inh HTS	C2C12 statin	LGR2 inh
O=C1CC(N2CCCc3ccccc32)C(=O)N1c1ccccc1Cl (stereo not given)	nt	nt	-0.7	nt	nt	8.9	6.4
Cc1ccccc1OCC(=O)N/N=C1\CC(=O)CC(C)(C)C1	-5.1	1.5	nt	15.0	-14.7	nt	8.2
COc1ccc(S(=O)(=O)N(C)C[C@H]2Oc3ccc(NS(=O)(=O)c4ccc(F)cc4)cc3CC(=O)N([C@@H](C)CO)C[C@H]2C)cc1	1.4	3.1	2.6	nt	-8.0	30.1	-5.7
CC1CCc2c(sc(NC(=O)CSc3ncn[nH]3)c2C#N)C1 (stereo not given)	1.9	1.5	nt	10.5	2.0	nt	9.4
CCOC(=O)c1cc(S(=O)(=O)NCCc2ccc(OC)c(OC)c2)cn1C	-0.4	3.0	-2.2	-8.9	-0.6	5.0	10.7
O=C(Nc1ccc(Cl)cc1)c1cc(S(=O)(=O)Nc2ccccn2)ccc1Cl	nt	3.6	-0.5	-0.8	-8.6	-3.0	14.6
CC(C)C1CC(C(=O)Nc2ccccc2)C(=O)O1 (stereo not given)	-0.2	-0.8	11.8	2.3	1.8	0.8	nt
CC(=O)N[C@@H]1CC[C@H](CCNC(=O)C2CC2)O[C@@H]1CO	0.5	1.2	-3.0	8.3	-3.4	0.3	6.9
Cc1ccc(S(=O)(=O)N(C)C[C@H]2Oc3ccc(N(C)C)cc3CC(=O)N([C@H](C)CO)C[C@@H]2C)cc1	-5.8	0.4	0.1	0.5	-1.7	9.7	-16.8
CSc1ncc(C(=O)O)c(C)n1	-2.5	5.4	-8.1	-5.6	4.3	5.6	-2.7
O=S(=O)(N[C@H]1CC[C@@H](CCn2cc(-c3cccnc3)nn2)O[C@@H]1CO)c1ccccc1	-1.7	-1.0	-7.9	nt	15.6	0.4	8.8
Cc1ccc(C(C)NC(=O)c2cc3cc(Br)ccc3oc2=N)cc1 (stereo not given)	-2.6	-0.9	-1.9	8.4	10.0	0.7	-3.2

Molecules listed so far containing two or more sulfur atoms:
SMILES	SIRT5 block	Casp6 inh	esBAF inh	FN deposition inh	S100A4 inh HTS	C2C12 statin	LGR2 inh
COc1ccc(S(=O)(=O)N(C)C[C@H]2Oc3ccc(NS(=O)(=O)c4ccc(F)cc4)cc3CC(=O)N([C@@H](C)CO)C[C@H]2C)cc1	1.4	3.1	2.6	nt	-8.0	30.1	-5.7
CC1CCc2c(sc(NC(=O)CSc3ncn[nH]3)c2C#N)C1 (stereo not given)	1.9	1.5	nt	10.5	2.0	nt	9.4

Remaining list, next part:
SMILES	SIRT5 block	Casp6 inh	esBAF inh	FN deposition inh	S100A4 inh HTS	C2C12 statin	LGR2 inh
CN1CCN(C(=O)C2CCN(S(=O)(=O)c3ccc(F)cc3)CC2)CC1	0.4	-4.0	-7.5	-5.7	-3.1	-8.3	7.5
C/C(CC(=O)Nc1ccc(Cl)c(Cl)c1)=N\NC(=O)Cc1ccccc1	-2.9	-2.2	nt	0.0	-3.4	nt	2.8
C/C=C/c1ccc2c(c1)O[C@H](CN(C)Cc1ccc(C(=O)O)cc1)[C@@H](C)CN([C@H](C)CO)S2(=O)=O	-1.0	-0.3	2.2	nt	-3.2	-5.4	14.7
COc1cccc(NC(=O)/C=C/c2ccccc2[N+](=O)[O-])c1	-0.9	1.7	nt	2.0	-0.4	nt	nt
C[C@@H]1CN([C@@H](C)CO)C(=O)Cc2cc(N(C)C)ccc2O[C@@H]1CN(C)Cc1ccc(Oc2ccccc2)cc1	-2.3	-2.1	2.4	nt	17.6	28.1	3.0
CC(C)NC(=O)N1[C@@H]2c3cccc(=O)n3C[C@@H]2[C@@H](CO)[C@@H]1C(=O)N1CCc2ccccc2C1	0.1	-4.0	-1.3	nt	2.7	-3.9	-8.7
COCCN=C1Sc2ccccc2[C@@H]2C[C@H]3[C@H](CON3C)CN12	-2.1	0.2	nt	-2.5	1.8	nt	-9.4
O=C(COc1ccc2ccccc2c1)NNC(=O)C(=O)Nc1ccccc1	-4.5	0.0	-4.9	2.6	-1.7	9.9	27.5
COc1cccc(CN2CCC3(CC2)CN(C(=O)C2CC2)[C@H](CO)c2c3c3ccc(OC)cc3n2C)c1	4.1	1.2	nt	nt	-0.9	nt	-13.6
O=C(NCCc1ccccc1)c1nc2c(nnn2Cc2ccccc2Cl)c(=O)[nH]1	nt	nt	-0.4	-14.1	nt	-11.5	nt
C[C@@H]1CN([C@@H](C)CO)C(=O)c2cc(C#C[C@@H](C)O)cnc2O[C@@H]1CN(C)Cc1ccccn1	3.7	-0.2	-2.4	nt	4.4	-3.3	3.0
Cc1noc(C)c1NC(=O)N(C)C[C@H]1Oc2ccc(NC(=O)NC(C)C)cc2CC(=O)N([C@H](C)CO)C[C@@H]1C	-2.0	4.0	-2.4	nt	4.5	-12.9	-13.2
CCN(C)C1CN(Cc2cn(CCCC(=O)OC)nn2)S(=O)(=O)C1 (stereo not given)	-0.2	-1.3	nt	3.2	-2.3	nt	12.0
CCC(=O)Nc1ccc2c(c1)C(=O)N(C)C[C@H](OC)[C@@H](C)CN(C(=O)NC(C)C)[C@H](C)CO2	-1.6	-0.4	2.3	-5.1	17.1	-5.9	-3.2
O=c1[nH]c(/C=C\c2cccc(C(F)(F)F)c2)nc(O)c1[N+](=O)[O-]	-0.8	14.3	-7.1	-13.8	-1.9	-2.7	2.1
CCOC(=O)Oc1ccc2oc(C)c(C(=O)OCCOC)c2c1	nt	nt	7.7	1.0	nt	-7.3	nt
CCCCOCC1CN(CCCC)S(=O)(=O)c2c(Oc3ccc(SC)c(C)c3)cccc2O1 (stereo not given)	nt	0.5	nt	-11.4	1.0	nt	2.0
COc1ccc(NC(=O)CC2C(=O)N(C)C(=S)N2CCc2ccccc2)cc1 (stereo not given)	nt	nt	7.0	-3.0	nt	6.0	11.7
C[C@H](CO)N1C[C@H](C)[C@@H](CN(C)C(=O)c2ccncc2)OCCCC[C@H](C)Oc2ccc(NS(=O)(=O)c3ccc(F)cc3)cc2C1=O	4.1	0.4	1.2	-3.2	-11.9	nt	-0.8
O=C(Nc1ccc(F)cc1Cl)c1ccc2c(=O)n3c(nc2c1)CCC3	1.6	-1.1	?	14.1	5.7	0.2	-74.0
CNC(=S)N/N=C/c1cc(Br)c(OCc2ccncc2)c(OC)c1	-3.8	0.5	2.2	4.5	-8.9	-13.5	9.1
O=C(C[C@H]1CC[C@@H]2[C@H](COC[C@@H](O)CN2Cc2cc(F)cc(F)c2)O1)NC1CCC1	-2.2	1.7	2.1	-13.0	-7.9	6.3	6.4
Cc1cccc(/C=N/NC(=O)c2cc(-c3cccnc3)nc3c2c(C)nn3-c2ccccc2)c1	nt	nt	-8.5	nt	nt	-5.9	6.3
CN1C[C@H]2[C@@H](c3ccccc31)[C@H](CO)N2Cc1ccccc1Cl	1.7	-5.3	-5.6	3.2	-0.7	-18.5	14.0
COc1cc(C(=S)N2CCOCC2)cc(OC)c1OS(=O)(=O)c1ccc(C)cc1	1.5	-0.8	0.8	0.8	1.6	2.2	28.0
Cc1nnc(SCCn2c(N(C)Cc3ccccc3)nc3c2c(=O)[nH]c(=O)n3C)s1	-0.5	-0.2	-4.2	-5.4	-3.8	-7.8	7.1
O=S(=O)(NC(=S)NC1CCCCC1)c1ccccc1	-3.0	0.2	-2.0	-0.7	6.6	-1.6	4.0
COc1ccc(NC(=O)Nc2cccc3c2O[C@H](CN(C)S(=O)(=O)c2cn(C)cn2)[C@H](C)CN([C@H](C)CO)C3=O)cc1	-1.7	-1.3	-2.0	nt	12.0	nt	-7.4
CCN(CC)C(=O)c1ccccc1NS(=O)(=O)c1ccc(C)cc1	nt	nt	-3.0	-2.8	nt	14.5	11.4
COC(=O)c1ccccc1NC(=O)C1CC(=O)N(c2ccc(OC)cc2)C1 (stereo not given)	-3.6	1.1	0.6	3.3	-1.5	-1.0	14.4
CNC[C@@H]1OCCCC[C@@H](C)Oc2ccc(NS(=O)(=O)c3cccs3)cc2C(=O)N([C@@H](C)CO)C[C@H]1C	3.4	-1.3	1.5	nt	-11.4	nt	5.8
C[C@@H]1CN([C@@H](C)CO)C(=O)c2cc(NC(=O)Cc3cn(C)c4ccccc34)ccc2O[C@@H]1CN(C)C(=O)Nc1ccc2c(c1)OCO2	-1.2	1.6	20.9	nt	-5.6	35.1	-1.7
N#CSCC(=O)c1cccc2ccccc12	-3.6	2.7	-10.1	-14.2	1.0	1.2	nt
CCCC(C)NC(=S)NC(=O)c1cc(S(=O)(=O)N2CCOCC2)ccc1C (stereo not given)	nt	nt	4.5	-1.9	nt	-2.7	2.2
C[C@@H]1CN([C@@H](C)CO)C(=O)c2cccc(NC(=O)Nc3ccccc3)c2O[C@@H]1CN(C)C(=O)Nc1ccc(C(F)(F)F)cc1	-0.6	-1.7	5.5	nt	6.2	-28.4	0.0
O=C(CCc1nnc2n(Cc3ccccc3)c(=O)c3ccccc3n12)NCCCN1CCCCC1	-5.7	-14.7	-4.0	7.4	-0.1	8.1	-5.2
O=C(Nc1ccc(C(=O)O)cc1)/C(=C/c1ccc2c(c1)OCO2)NC(=O)c1cccc(Br)c1	0.6	3.3	-0.1	0.7	-3.8	9.0	-1.7
C[C@@H]1CN([C@@H](C)CO)C(=O)Cc2cc(NS(=O)(=O)c3cn(C)cn3)ccc2O[C@H]1CN(C)C(=O)Nc1ccc(F)cc1	-2.4	-0.7	-0.8	2.6	-4.7	-13.1	21.6
CO[C@H]1CN(C)C(=O)c2cc(NS(=O)(=O)c3ccccc3Cl)ccc2OC[C@H](C)NC[C@@H]1C	-1.0	0.2	-3.0	-2.7	-13.7	-1.8	-3.9
COC(=O)c1c(SCC(=O)Nc2ccc(C)cc2)nc(=O)[nH]c1C	-1.7	1.5	nt	-11.1	-4.5	nt	7.7
CCOC(=O)C1=C(C)NC(=O)NC1c1ccc(N(C)C)cc1 (stereo not given)	2.9	-2.3	-2.4	3.6	-2.4	-0.9	1.3
CC(=O)N(C)C[C@H]1Oc2ncc(-c3ccc(C)cc3)cc2C(=O)N([C@H](C)CO)C[C@H]1C	-0.6	0.6	-0.1	nt	7.8	2.5	-15.4
O=C(C[C@@H]1CC[C@H]2[C@@H](COC[C@@H](O)CN2Cc2cccc(C(F)(F)F)c2)O1)NCCc1ccccc1	-0.1	0.8	4.8	-4.3	4.6	25.0	1.9
c1ccc(-c2nnc3sc(CN4CCC5(CC4)OCCO5)cn23)cc1	-2.3	2.9	5.7	nt	-5.9	11.3	-9.6
Cc1cc(C)cc(-n2nc(C)cc2N)c1	-3.5	-8.6	-2.8	nt	0.2	-4.8	6.2
CCOC(=O)CC1C(=O)NCCN1C1CCCC1 (stereo not given)	20.0*	2.6	nt	-10.1	1.7	nt	-2.6
O=C(NCc1cccnc1)c1ccc([N+](=O)[O-])o1	-7.3	5.2	-3.2	-7.2	3.8	14.2	7.0
O=C(N/C(=C\c1ccc(-c2ccccc2)o1)C(=O)N1CCOCC1)c1ccccc1	2.4	2.2	13.0	-10.1	0.5	2.0	13.2
COc1ccccc1N1C(=O)C2C3C=CC(CC3)C2C1=O (stereo not given)	-0.5	-1.5	6.8	0.8	1.1	-1.7	nt
C=CC[n+]1c(-c2ccc(C)cc2)csc1Nc1ccc(NC(C)=O)cc1	-2.6	0.7	nt	-5.1	-7.0	nt	-39.3
CCC(C)NC(=O)C1CCN(S(=O)(=O)c2cc([N+](=O)[O-])ccc2Cl)CC1 (stereo not given)	-4.3	2.4	-4.7	8.7	-1.4	6.2	-5.3

From PubChem
